From PubChem BioAssay
Tb PYK inh – blocks Trypanosoma brucei pyruvate kinase. 0.12% of 410,000 active. Q57TT1. TbPYK enzyme, Kinase-Glo Plus ATP luminescence, 45 min. AID 624173. Potency, µM (highest dose often 76.8 µM), inactives show top-dose activity, negative = inhibition, most hits filed as inhibitors; note: potency is the fitted concentration of half-maximal effect; % is set by controls: 0 for no effect and ±100 for the full control effect; nearly all actives have a fitted effect of over 50% in size
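T. brucei PYK with substrate was exposed to pin-transferred compounds across a concentration series, then started with 130 uM ADP (final). After 45 min at room temperature, Kinase-Glo Plus luminescence was read, normalized and curve-fitted.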
Cycloheximide cs – counter-screen hit for Shiga toxin inhibitors, cycloheximide | AID 2314 | max response, % | cell reporter, cycloheximide protein synthesis inhibition counterscreen | 12% of 300,000 active; in the data active = max response mostly above about 13%, no sharp cut-off; inactive = mostly below about 14%; note: read at 38.3 µM for the half of the compounds with a filed dose; 0% is about no effect
Pf growth 48h – inhibits P. falciparum growth in the first generation, 48 h; P. falciparum luciferase growth in erythrocytes, 48 h; Potency, µM (highest dose often 28.7 µM), without a hit: at the top dose activity change, negative = inhibition, usual class: inhibitors; 5.9% of 310,000 active; AID 504832; note: potency is the fitted concentration of half-maximal effect; % is set by controls: 0 for no effect and ±100 for the full control effect
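Growth was read as firefly luciferase luminescence after a 48 h, 37 C, 5% CO2 exposure of compounds to reporter-bearing P. falciparum cultures (0.1% parasitemia, 2% hematocrit final) in Albumax-supplemented RPMI 1640.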
Pf growth 96h – P. falciparum growth inhibition at 96 hours; P. falciparum luciferase reporter growth, 96 h; 6.9% of 320,000 active; AID 504834; Potency, µM (titrated, usually from 28.7 µM), for the others: at the top dose activity change, negative = inhibition, most hits filed as inhibitors; note: potency is the fitted concentration of half-maximal effect; % is set by controls: 0 for no effect and ±100 for the full control effect
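Delayed-death screen, second-generation endpoint: infected erythrocytes, 2% hematocrit, 0.05% parasitemia final; 96 hours at 37 C, 5% CO2; luciferase detection reagent; luminescence decrease equals reduced growth.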
AMA1 RON2 block – AMA1-RON2 (P. falciparum) interaction inhibition | AlphaScreen AMA1-biotinylated RON2 peptide binding | Potency, µM (top dose mostly 58.2 µM), inactives show at the highest dose activity change, negative = inhibition, usual class: inhibitors | 0.2% of 360,000 active | AID 720542;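 note: potency is the fitted concentration of half-maximal effect; 0% = vehicle wells and -100% = peptide control; nearly all actives have a fitted effect of over 45% in size; some results filed as inactive show a strong effect at the top dose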
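AMA1 (3D7) with his tag at 25 nM final met compounds first, then biotinylated RON2 peptide at 25 nM; detection used donor plus acceptor beads, 10 µg/mL apiece, read by AlphaScreen after 30 min at room temperature.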
LmPK inh – inhibitors of Leishmania mexicana pyruvate kinase; Q27686; purified LmPK, Kinase-Glo ATP luminescence, 1 h; Potency, µM (top dose mostly 57.5 µM), without a hit: top-dose activity change, negative = inhibition, most hits filed as inhibitors; 0.37% of 290,000 active; AID 1721; note: potency is the fitted concentration of half-maximal effect; % is set by controls: 0 for no effect and ±100 for the full control effect
Target sequence (Q27686 whole entry, looked up): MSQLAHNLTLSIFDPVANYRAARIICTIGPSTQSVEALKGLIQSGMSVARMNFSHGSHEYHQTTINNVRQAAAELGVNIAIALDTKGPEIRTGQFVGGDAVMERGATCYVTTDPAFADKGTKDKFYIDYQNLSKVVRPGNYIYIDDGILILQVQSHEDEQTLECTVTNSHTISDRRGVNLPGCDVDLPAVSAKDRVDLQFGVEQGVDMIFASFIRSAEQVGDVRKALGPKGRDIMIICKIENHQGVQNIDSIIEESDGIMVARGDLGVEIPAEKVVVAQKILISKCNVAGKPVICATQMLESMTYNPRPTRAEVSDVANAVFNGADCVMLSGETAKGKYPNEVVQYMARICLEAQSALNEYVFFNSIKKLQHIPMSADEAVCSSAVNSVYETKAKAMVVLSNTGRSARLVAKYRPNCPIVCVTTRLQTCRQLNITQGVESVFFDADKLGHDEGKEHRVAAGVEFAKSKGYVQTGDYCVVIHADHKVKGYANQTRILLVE
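In 50 mM imidazole pH 7.2 with 7 mM MgCl2, LmPK (0.1 nM) turned over PEP (0.5 mM) and ADP (0.1 mM) for 1 h at room temperature. Luciferase read-out of ATP.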
Shiga toxin inh – blocks Shiga toxin action in Vero cells; 9.2% of 290,000 active; Vero cells, Shiga toxin protein synthesis inhibition reporter; inhibition, % at 38.7 µM; in the data active = inhibition mostly above about 28%, no sharp cut-off; inactive = mostly below about 43%; note: 0% is about no effect
An asterisk follows results filed as active; ? = inconclusive; / = not tested or not shown; & = joins results of further samples; [ ] = dose if it differs, or a comment. Unless noted, calls come from the whole dose curve; as a rule, active = well fitted curve in the direction sought with a large enough effect; inconclusive = small, poorly fitted or top-dose-only effect, or another doubt; inactive = no such curve, though single readings can be large; an effect the other way counts as inactive or inconclusive.

SMILES	Tb PYK inh	Cycloheximide cs	Pf growth 48h	Pf growth 96h	AMA1 RON2 block	LmPK inh	Shiga toxin inh
N/C(=N\c1nc2ccccc2o1)NC(=O)C(Cc1ccccc1)N1C(=O)c2ccccc2C1=O (centres undefined)	-2%	-2	22%	23%	68%[activator]	-6%	12
Cc1cn(-c2ccccc2)c(C)c1/C=N\Nc1nc(N2CCOCC2)nc(N2CCOCC2)n1	1%	5	8.3µM*	6%	37%[activator]	2%	23
O=C(NCc1cccnc1)C1c2ccccc2C(=O)N1C1CCCCCC1 (centres undefined)	-1%	2	0%	-11%	-17%	-5%	-10
COC1=CC(=Cc2c(N)n3nc(CC(=O)N4CCCCC4)sc3nc2=O)C=C(OC)C1=O	-8%	-2	7%	?	32%[activator]	8%	-5
Cc1cc(Br)ccc1SCC(=O)N1CCN(S(=O)(=O)c2ccccc2)CC1	-3%	33*	?	?	2%	-7%	38*
O=S(=O)([O-])CCC[n+]1c(SCCCS(=O)(=O)O)sc2ccc(Cl)cc21	-8%	10	19%	?	11%	0%	-16
Cc1ccc(/C=C/c2ccc(=O)n(Cc3ccccc3Cl)n2)cc1	5%	7	/	?	12%	6%	12
Clc1ccc(Cn2cnc3ccccc32)cc1	3%	-2	?	2%	-11%	-4%	-12
Cc1cc(C)c(C(=O)N2CCC3(CC2)OCCO3)c(C)c1	4%	-4	1%	450%[activator]	-4%	0%	15
O=c1/c(=C\c2cccnc2)sc2nc3ccccc3n12	5%	31*	60%[activator]	3%	-5%	-2%	127*
COc1ccc(C(CNC(=O)c2cccc(S(=O)(=O)Nc3cccc(C)c3)c2)N2CCOCC2)cc1 (centres undefined)	-4%	/	?	?	-26%	/	/
Clc1ccc(-c2nc(/C=N/N3CCOCC3)c3ccccn23)cc1	6%	30*	61%[activator]	157%[activator]	37%[activator]	4%	63
COc1ccc(C(=O)Nc2cc(C(C)=O)c(C)oc2=O)cc1	-18%	14	72%[activator]	107%[activator]	2%	-14%	36
O=C1CCC(C(=O)O)(c2ccccc2)C1 (centres undefined)	/	2	8%	1%	/	-1%	-15
Cc1ccc(/C=N/NC(=O)c2cc3c(ccc4ccccc43)o2)cc1[N+](=O)[O-]	-7%	1	?	?	0%	3%	-15
COc1ccc(C(=O)N2CCC(C(=O)Nc3ccccc3C)CC2)cc1OC	-5%	0	3%	5%	-6%	0%	-6
COc1ccc(/C=C2\Sc3ccc(C(=O)N4CCCC4)cc3N(C)C2=O)cc1OC	-14%	7	2.3µM*	?	9%	8%	-5
O=C(/C=C/c1ccc([N+](=O)[O-])cc1)OCC(=O)N1c2ccccc2Sc2ccccc21	9%	-2	2%	0%	1%	2%	-12
CC(=O)N1CCN(Cc2nc3cc(NC(=O)c4ccc(F)cc4)ccc3n2C)CC1	-8%	8	1%	-5%	4%	-3%	29
O=C(NC(=S)NCc1cccnc1)c1cc2ccccc2o1	3%	30*	13%	?	68%[activator]	-15%	30
COc1ccc(OCC(=O)Nc2ccc3c(c2)nc(CN2CCCC2)n3C)cc1	-5%	-2	-22%	/	-2%	0%	-17
O=C(Nc1ncc(Cc2ccccc2)s1)C1COc2ccccc2O1 (centres undefined)	0%	43*	21%	-7%	48%[activator]	1%	126*
Cn1c(CNS(=O)(=O)c2ccc(F)cc2)n[nH]c1=S	-28%	-4	30%[activator]	0%	-8%	-1%	-1
CSc1ccc(C(=O)C2CCCN(C(=O)CN3CCOC3=O)C2)cc1 (centres undefined)	-2%	2	7%	-2%	-1%	-5%	8
COc1cc(NC(=O)CSc2nncn2C)c(C)cc1[N+](=O)[O-]	-1%	10	7%	1%	0%	-7%	17

2 records drawn at random from the list so far, as already listed:
SMILES	Tb PYK inh	Cycloheximide cs	Pf growth 48h	Pf growth 96h	AMA1 RON2 block	LmPK inh	Shiga toxin inh
O=C(/C=C/c1ccc([N+](=O)[O-])cc1)OCC(=O)N1c2ccccc2Sc2ccccc21	9%	-2	2%	0%	1%	2%	-12
COc1ccc(/C=C2\Sc3ccc(C(=O)N4CCCC4)cc3N(C)C2=O)cc1OC	-14%	7	2.3µM*	?	9%	8%	-5

Later entries
SMILES	Tb PYK inh	Cycloheximide cs	Pf growth 48h	Pf growth 96h	AMA1 RON2 block	LmPK inh	Shiga toxin inh
O=C(NNC(=O)c1cccc(-n2cccc2)c1)c1ccccc1	1%	/	60%[activator]	35%[activator]	39%[activator]	/	/
CCC(C)(C(=O)NC1CCCCC1)N(C)C(=O)c1ccc2c(c1)OCO2 (centres undefined)	-1%	-4	/	?	8%	4%	-8
COc1ccccc1NC(=O)C(C)n1cnc2c(oc3nc4c(cc32)CCCC4)c1=O (centres undefined)	-2%	-2	?	?	-13%	9%	-6
CC(C)CC(=O)Nc1cccc(C(C)O)c1 (centres undefined)	/	2	11%	33%[activator]	/	-2%	-7
Cc1ccc(NC(=O)CN2C(=O)N/C(=C\c3cccn3-c3cccc(C(=O)O)c3)C2=O)cc1	-1%	-1	23%	31%[activator]	10%	3%	3
CC(C)NC(=O)c1cc2nc(-c3ccco3)cc(C(F)(F)F)n2n1	-8%	12	7%	/	0%	3%	10
Cc1c(-c2ccccc2)c(P(=O)(N2CCOCC2)N2CCOCC2)c2ccccn12	-2%	-5	/	16%	-6%	0%	-16
Cc1ccccc1C(=O)NC1CCCCCCC1	-1%	34*	162%[activator]	153%[activator]	0%	0%	39*
CSCCC(NC(=O)/C(=C/c1ccc(F)cc1)NC(C)=O)C(=O)O (centres undefined)	3%	-4	4%	-3%	1%	-4%	-21
Cc1cccc(OCC(O)CN2CCN(CCN3C(=O)c4cccc5cccc(c45)C3=O)CC2)c1C (centres undefined)	-12%	-8	?	229%[activator]	-4%	-1%	-4
CO/N=C/NC(=O)c1c(OC)ccnc1Oc1cccc(C(F)(F)F)c1	0%	-2	0%	?	-9%	3%	1
NNC(=O)c1cc(C23CC4CC(CC(C4)C2)C3)nc2ccccc12	-3%	-2	?	7%	70%[activator]	-2%	-6
O=S(=O)(O)CC(S)CS (centres undefined)	?	/	2%	-16%	/	/	/
CN(C)c1cc2c(cc1NS(=O)(=O)c1ccccc1)n(C)c(=O)n2C	0%&-15%	-5	11%	16%	4%	1%	-10
COc1ccc(CCNc2nc(C)nc3c2nnn3Cc2ccccc2)cc1OC	2%	1	?	-29%	6%	7%	-3
Cc1ccc(-n2c(Cc3cccn3C)nnc2SCC(=O)N2CCN(c3ccccc3)CC2)cc1	-17%	-4	?	-16%	-19%	2%	-20
COc1ccc(O[C@H]2C=C[C@@H](c3ccccc3)O[C@@H]2COC(=O)CCC(C)=NO[C@@H]2O[C@H](COC(C)=O)[C@@H](OC(C)=O)[C@H](OC(C)=O)[C@H]2OC(C)=O)cc1	/	-2	-5%	?	/	-1%	33
O=C(O)CC(NC(=O)C1CCCCC1)c1cc([N+](=O)[O-])ccc1Cl (centres undefined)	-3%	-2	-5%	1%	6%	1%	2
CCS(=O)(=O)c1ccc(O)c(NC(=O)NC2CCCCC2)c1	3%	12*	-1%	100%[activator]	1%	-1%	13
CC(=O)Cn1ncc(N2CCOCC2)c(Br)c1=O	?	8	53%[activator]	33%[activator]	15%	7%	-5
COc1ccc(/C=N/NC(=O)CC2N=C(Cc3ccccc3)NNC2=O)cc1OC (centres undefined)	-1%	-5	-11%	?	-14%	1%	-12
O=C(CSC1=NCCS1)Nc1ccc2ccccc2c1	3%	36*	43%[activator]	43%[activator]	50%[activator]	1%	117*
CCOc1ccccc1N	1%	/	38%[activator]	62%[activator]	-1%	/	/
c1ccc(-n2ncc(-c3nn[nH]n3)n2)cc1	-5%	-6	7%	7%	-18%	-4%	-23
Cc1nn(C)cc1C1Nc2ccccc2C(=O)N1O (centres undefined)	4%	7	-2%	-13%	-3%	2%	43
SMILES	Tb PYK inh	Cycloheximide cs	Pf growth 48h	Pf growth 96h	AMA1 RON2 block	LmPK inh	Shiga toxin inh
Cc1ccc(NC(=O)CCCNC(=O)c2ccc(Cl)cc2)nc1	-7%	29*	29%	28%	-8%	-5%	63*
COc1cccc(NC(=O)CSc2nnc(NC(=O)C3CC3)s2)c1	-9%	-7	15%	38%[activator]	1%	-4%	22
COc1ccccc1OCC(=O)NNC(=O)CSC(=S)N1CCCC1	2%	/	?	-22%	69%[activator]	/	/
COc1ccc(NC(=O)CN(C)C2CCCCC2)cc1Cl	-1%	12	-5%	1%	-6%	1%	-5
O=C(NN1C(=O)c2ccccc2NC12CCCCC2)c1ccccc1	-14%	9	48%[activator]	-23%	-4%	9%	29
CC1CCN(C(=O)CSc2nc3ccccc3s2)CC1	4%	34*	/	163%[activator]	32%[activator]	-1%	45
C/C(O)=C(/C#N)c1nc2ccccc2[nH]1	-5%	-1	37%[activator]	-13%	25%	-1%	-4
Nn1c(SCc2ccc(C(=O)O)cc2)nnc1-c1ccc(Cl)cc1Cl	-14%	-2	26%	29%	1%	-4%	-5
CCOc1cc(CNc2ccc(N3CCN(C(C)=O)CC3)cc2)cc(Br)c1OC	-14%	-5	?	?	?	4%	-8
CC(OC(=O)CCCN1C(=O)c2ccccc2C1=O)C(=O)Nc1ncc(Cl)cc1Cl (centres undefined)	7%	-5	14%	17%	0%	-1%	-4
Cc1snc(SCC(=O)c2ccc(Cl)cc2)c1C#N	-18%	35*	97%[activator]	242%[activator]	10%	1%	58*
Cc1ccc(NC(=O)NC(=O)CN2C(=O)NC3(CCc4ccccc43)C2=O)c(C)c1 (centres undefined)	-2%	7	-6%	/	-6%	4%	-13
O=C(N/N=C/c1ccncc1)c1cc([N+](=O)[O-])cc([N+](=O)[O-])c1O	-7%	0	-20%	?	?	7%	4
Cn1c(C2=C(O)CN(c3ccc4c(c3)OCCO4)C2=N)nc2ccccc21	0%	1	4%	12%	36%[activator]	5%	24
Cc1cc(C)n(CC(O)COc2ccc(Cl)cc2Cl)n1 (centres undefined)	3%	30*	29%	0%	-1%	-4%	29*
COc1cc(/C=N/NC(=S)NCC2CCCO2)cc(OC)c1OC (centres undefined)	-2%	6	8%	?	74%[activator]	2%	-6
CCOC(=O)c1sc(NC(=O)CSc2nnnn2-c2ccc(C)cc2C)nc1C	1%	-3	20%	52%[activator]	-1%	6%	47
CC1(NC(=O)C23CC4CC(CC(C4)C2)C3)CCS(=O)(=O)C1 (centres undefined)	-1%	3	-3%	/	4%	3%	-13
Cc1sc2nc(NCCO)[nH]c(=O)c2c1C	-7%	-4	/	32%	13%	4%	-1
Cc1ccc2[nH]c(C)c(/C=N/Nc3nc4ccccc4s3)c2c1	4%	51*	-43%	?	20%	4%	39

Entries from the list above with an NH in an aromatic ring, in the order listed:
SMILES	Tb PYK inh	Cycloheximide cs	Pf growth 48h	Pf growth 96h	AMA1 RON2 block	LmPK inh	Shiga toxin inh
Cn1c(CNS(=O)(=O)c2ccc(F)cc2)n[nH]c1=S	-28%	-4	30%[activator]	0%	-8%	-1%	-1
c1ccc(-n2ncc(-c3nn[nH]n3)n2)cc1	-5%	-6	7%	7%	-18%	-4%	-23
C/C(O)=C(/C#N)c1nc2ccccc2[nH]1	-5%	-1	37%[activator]	-13%	25%	-1%	-4
Cc1sc2nc(NCCO)[nH]c(=O)c2c1C	-7%	-4	/	32%	13%	4%	-1
Cc1ccc2[nH]c(C)c(/C=N/Nc3nc4ccccc4s3)c2c1	4%	51*	-43%	?	20%	4%	39
